Screens deposited in PubChem BioAssay by several laboratories.
IL1B cytotox: cytotoxicity in IL-1B stimulated HUVEC, primary screen, cytotoxicity control for IL-1B NFkB translocation project, imaging, Hoechst nuclear count, IL-1B stimulus; HUVEC cell count loss; cell count reduction, % at 2 µM; 0.41% of 94,000 active; AID 845, 2007;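 active = cell count reduction more than 3 SD above the screen-wide mean, cut at about 70% in these data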;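 also: normalized per plate to untreated control cells as the no-loss baseline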
H69AR growth 86K: proliferation blockers of H69AR lung cancer cells, primary screen, cell-based, human, 86K library. H69AR lung tumor viability, ATP luminescence, 72 h; active compounds read low. viability, % at 10 µM. 6% of 85,000 active;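 active = viability at or below 40%; inactive = viability above 40%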;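 also: multidrug resistant small cell line overexpressing MRP-1 efflux transporter; 100% = mean luminescence of untreated control wells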
Lung fibro prol: antiproliferative effect on LL 47 fibroblasts – human, LL 47 cells, CellTiter-Glo luminescence, primary screen; 1.1% of 85,000 active; viability, % at 10 µM; LL 47 human lung fibroblast viability, ATP luminescence; active compounds read low;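 active = viability at or below 50% in the single dose screen; inactive = viability above 50%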;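 also: compound exposure lasted 72 h before the ATP readout; 100% = median luminescence of untreated cell-only wells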
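Times – overnight cell rest, 72 h compound treatment at 37 °C · Test system – human lung fibroblast line LL 47, low passage · Amount – 1,150 cells in each well · Controls – cell-only wells, no compound · Doses – 0.1% DMSO in all compound wells · Measured by – CellTiter-Glo luminescence · Buffer or medium – IMEM plus 15% FBS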
F-actin modifier: modifiers of F-actin cytoskeleton organization, primary screen, imaging, HUVEC, phalloidin staining, high-content imaging. HUVEC TNFa F-actin phalloidin imaging. inhibition, % at 2 µM. 0.18% of 91,000 active. AID 836, 2007;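 active = inhibition above the batch mean plus 3 SD and confirmed as a hit by visual image inspection, cut at about 30% in these data, passing the limit was not always enough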; also: strong numbers were not always called active
Smad3 FoxH1 inh: Smad3/FoxH1 peptide binding inhibitors, primary screen, biochemical, TR-FRET; Mothers against decapentaplegic homolog 3 (Homo sapiens), P84022; TR-FRET Smad3/Dy647-FoxH1 peptide binding, europium anti-His; inhibition, % at 25 µM; 0.29% of 88,000 active;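 active = compounds that reduce the energy-transfer binding signal between the protein and its labelled peptide by more than half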;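 also: 0% = Smad3 plus labelled peptide maximal FRET and 100% = peptide-only background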
Target sequence (P84022 whole entry, looked up): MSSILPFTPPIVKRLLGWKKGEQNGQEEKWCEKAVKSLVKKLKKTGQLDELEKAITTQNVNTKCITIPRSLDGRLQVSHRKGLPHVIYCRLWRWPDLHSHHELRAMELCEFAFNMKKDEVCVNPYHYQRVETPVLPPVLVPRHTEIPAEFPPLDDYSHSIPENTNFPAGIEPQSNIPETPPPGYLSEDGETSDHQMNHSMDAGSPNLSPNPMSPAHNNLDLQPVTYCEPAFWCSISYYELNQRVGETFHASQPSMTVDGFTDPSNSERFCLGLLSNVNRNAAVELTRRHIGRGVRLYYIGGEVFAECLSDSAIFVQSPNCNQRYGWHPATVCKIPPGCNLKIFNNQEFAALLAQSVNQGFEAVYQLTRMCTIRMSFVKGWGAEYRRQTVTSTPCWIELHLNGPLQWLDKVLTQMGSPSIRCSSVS
VCAM1 TNFa inh: inhibitors of TNFa-induced VCAM1 expression, primary screen, imaging, HUVEC, TNFa stimulus, immunofluorescence; inhibition, % at 2 µM; AID 802, 2007; HUVEC TNFa-induced VCAM-1 immunofluorescence, high-content imaging; 0.48% of 95,000 active;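 active = inhibition above the batch mean plus 3 SD, with images confirmed as a hit by eye, cut at about 37% in these data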;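 also: 0% = TNF-stimulated DMSO wells and 100% = unstimulated control wells; not every result past the cut was called active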
HUVEC tox TNFa: cytotoxicity in TNFa-stimulated HUVEC, primary screen, cytotoxicity control for VCAM1 expression modulator project, imaging, Hoechst nuclei count. cell count reduction, % at 2 µM. 0.17% of 93,000 active. HUVEC TNFalpha-stimulated, Hoechst cell count. AID 848, 2007;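 active = cell count reduction exceeding the screen mean by over 5 SD, scaled to untreated wells per plate, cut at about 78% in these data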;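 also: cells counted after 24 h of TNF alpha exposure following the 1 h pretreatment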
Pyk2 oligo antag: antagonists of Pyk2 self-association, primary screen, Q293 cells, FERM NanoBiT luminescence, HTS; active compounds read low; Protein-tyrosine kinase 2-beta (Homo sapiens), Q14289; z-score (the deposit names both 25 µM and 10 µM); 0.83% of 99,000 active;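 active = Z-score of -3 or lower, scaled per plate to the spread of control and sample wells; inactive = z-score above -3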;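 also: negative z-score means lost luminescence so less FERM oligomerization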
HUVEC prolif 384: inhibitors of HUVEC proliferation, primary screen, cell-based, 384-well. CellTiter-Glo luminescence, 72 h; active compounds read low. viability, % at 10 µM (by protocol). 1.1% of 86,000 active. AID 648, 2007;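 active = viability at or below 30%; inactive = viability above 30%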;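 also: 100% = median luminescence of DMSO-only cell control wells on each plate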
* hit, by the source's call; · = no result given; [ ] = another dose, or the depositor's remark. The list is partial (hit frequency here may not be typical).

SMILES | IL1B cytotox | H69AR growth 86K | Lung fibro prol | F-actin modifier | Smad3 FoxH1 inh | VCAM1 TNFa inh | HUVEC tox TNFa | Pyk2 oligo antag | HUVEC prolif 384
Cc1ccc(-c2noc(CCC(=O)NCCCN3CCN(c4cccc(Cl)c4)CC3)n2)cc1 | -14 | 37* | 57 | -6 | 2 | 3 | -5 | 2.1 | 23*
CC(=O)N1CCN(C(=O)c2cccc(S(=O)(=O)Nc3ccc(C)cc3)c2)CC1 | -2 | 97 | · | 14 | 4 | -3 | 35 | 0.53 | 96
COc1ccc(N2CCN(CCNC(=O)CCNS(=O)(=O)c3cccs3)CC2)cc1 | · | 98 | 100 | · | -5 | · | · | -0.29 | 94
CCN(CC)CCCN1C(=O)C(O)=C(C(C)=O)C1c1cccc(OC)c1 (stereo not drawn) | -65 | 91 | 104 | -14 | 2 | 9 | -2 | · | 90
CCOC(=O)C(=CNc1cc(C)nn1-c1ccc(C)cc1)C(=O)OCC | 12 | 60 | 86 | -11 | 1 | 7 | -16 | -1.7 | 80
CC(C)CC(=O)NN(C)c1nc(-c2ccccc2)nnc1C(F)(F)F | -28 | 103 | 101 | 2 | 5 | -13 | -14 | -1.6 | 97
C/C(=N\OC(=O)c1ccc(C)cc1)c1sc(C)nc1C | -7 | 101 | 98 | -9 | 6 | -5 | 2 | 0.97 | 99
Cc1cc(C(F)F)n2nc(C(=O)Nc3cc(C)on3)nc2n1 | -10 | · | · | -5 | · | -15 | -4 | 0.23 | ·
C=CCn1c(SCc2c(C)noc2C)nc2ccccc2c1=O | 6 | 20* | 43* | 13 | -10 | 60* | 36 | 0.05 | 46
Cc1cc(Nc2ccc(Cl)cc2)n(-c2cccc(Cl)c2)n1 | -21 | 100 | 90 | 11 | -17 | -5 | -37 | -2.5 | 100
CCc1ccc(-c2nc(CN3CCCC(C(=O)O)C3)c(C)o2)cc1 (stereo not drawn) | -39 | 107 | 98 | -6 | 3 | 8 | -4 | · | 108
CCCOc1cccc(NC(=O)c2c(-c3ccccc3)noc2C)c1 | -3 | 83 | 101 | 20 | 8 | 4 | -15 | -0.57 | 104
CC[C@H](C)[C@H](NS(=O)(=O)c1ccc(C)cc1)C(=O)N1CCC(C(=O)N[C@H](C(=O)O)C(C)C)CC1 | -47 | 94 | 101 | -2 | -6 | 10 | -7 | 0.55 | 108
COc1ccc(C)cc1NC(=O)c1ccc(S(=O)(=O)N2CCOCC2)cc1 | -22 | 85 | 89 | -18 | 10 | -16 | -7 | 0.58 | 91
Cc1ccc(Cl)cc1NC(=O)COC(=O)C1CCCCC1 | -4 | · | · | -3 | · | -14 | -19 | -0.5 | ·
COc1cc2c(cc1OC)-c1cc(Nc3ccc4c(c3)OCCO4)nc(=O)n1CC2 | 4 | 65 | 85 | 19 | 15 | 6 | -17 | 1.9 | 70
COc1ccc(-c2nn(C)c3sc(C(=O)N4CCOCC4)cc23)cc1OC | · | 76 | 108 | · | 4 | · | · | -0.42 | 88
COc1ccc(Cl)cc1S(=O)(=O)N1CCN=C1C | · | 102 | 100 | · | -15[fluorescence artefact?] | · | · | · | 101
CC(=O)c1cccc(NC(=O)CCNS(=O)(=O)c2cccc3nsnc23)c1 | -42 | 99 | 103 | 18 | -1 | 12 | -21 | 2 | 98
CCOC(=O)N1CCC(n2c(SCC(=O)NCc3ccccc3)nc3ccccc3c2=O)CC1 | -23 | 57 | 91 | 7 | 11 | -12 | -14 | -0.32 | 96
Cc1nc(Oc2cccc(Cl)c2)c2oc3ccccc3c2n1 | 20 | 82 | 103 | -9 | -6 | 14 | -4 | -0.27 | 106
CC1(c2ccc3noc(-c4ccc(F)cc4)c3c2)OCCO1 | 14 | 71 | 96 | 9 | 9 | 11 | -3 | 0.12 | 101
Cc1oc(-c2ccccc2F)nc1CS(=O)(=O)CC(=O)NCCN(C)C1CCCCC1 | -4 | 92 | 98 | 4 | -12 | 7 | -26 | · | 102
CC(C)COc1ccc(Cc2cnc(N)nc2N)cc1 | 0 | 84 | 92 | -4 | -2 | 2 | 6 | -0.15 | 85
C=CCn1c(SCC(N)=O)nc(C)cc1=O | -40 | 93 | 105 | -7 | 2 | -7 | -10 | 0.6 | 104
Next structures:
SMILES | IL1B cytotox | H69AR growth 86K | Lung fibro prol | F-actin modifier | Smad3 FoxH1 inh | VCAM1 TNFa inh | HUVEC tox TNFa | Pyk2 oligo antag | HUVEC prolif 384
O=C(c1ccc(Cl)c(F)c1F)N1CCOCC1 | -29 | 93 | 98 | -10 | -6 | 3 | -5 | 0.33 | 96
Nc1c(C(=O)O)nnn1Cc1ccccc1 | 11 | 107 | 102 | -19 | 16 | 14 | 11 | 0.98 | 96
c1ccc(C2=NC(c3ccccc3)N=C(c3ccccc3)N2)cc1 | -5 | 84 | 88 | 9 | 6 | 1 | -19 | -0.28 | 75
N#CC1(C#N)CC(C=O)=C(N)C1(C#N)CC(=O)c1ccc(F)cc1 (stereo not drawn) | -6 | 93 | 92 | -10 | 5 | -5 | 12 | 0.44 | 85
Cc1ccc(OCC(=O)Nc2ccc(F)cc2)cc1 | 33 | 102 | 108 | 4 | 16 | -6 | -14 | 1.1 | 103
COc1ccc(/C(N)=N/OC(=O)Oc2ccccc2)cc1 | -11 | 83 | 92 | 4 | -7 | 17 | -11 | 1.1 | 90
CCOc1ccccc1Nc1nc(N)nc(CSc2nncn2C)n1 | 5 | 99 | 99 | -21 | -1 | -14 | 18 | 0.28 | 90
CC1CC(C)CN(S(=O)(=O)c2ccc(C(=O)Nc3nnc(-c4cccs4)o3)cc2)C1 (stereo not drawn) | 4 | 45 | 72 | 5 | 16 | 17 | 0 | -4.5* | 4.2*
Cc1onc(-c2ccncc2)c1C(=O)O | -23 | 107 | 102 | -66 | 2 | 0 | 3 | -0.74 | 104
COc1cc(/C=N/NC(=O)Nc2cccc3nsnc23)cc(OC)c1OC | 40 | · | · | -16 | · | -12 | 15 | -1.1 | ·
c1ccc(OCCCCn2cnc3ccccc32)cc1 | 16 | 105 | 101 | -2 | 8 | 4 | -30 | 0.88 | 92
CCn1c(CC(=O)Nc2ccc(C)c(Cl)c2)nnc1SCC(=O)Nc1nc(C)cs1 | 0 | 65 | 97 | 0 | -6 | 6 | -14 | 0.09 | 64
CC1CCCCC1NC(=O)C1CCN(S(=O)(=O)N2CCCCCC2)CC1 (stereo not drawn) | -20 | 89 | 99 | 28 | -2 | -6 | -22 | 1.5 | 91
c1ccc(CCCNc2ncnc3nc[nH]c23)cc1 | · | 85 | 93 | · | 3 | · | · | · | 88
Cc1cccc(OCc2nnc(SCC(=O)NCCc3ccccc3)o2)c1 | -8 | 97 | 102 | 27 | 4 | 22 | -16 | 1.4 | 104
CCc1ccc(/C=C\C(=O)N2CCc3ccccc3C2)cc1 | 1 | · | · | 3 | · | 18 | -30 | 0.91 | ·
O=C(CCn1c(=O)[nH]c2ccsc2c1=O)N1CCN(c2cccc(Cl)c2)CC1 | 7 | 76 | 105 | 12 | 9 | 23 | -14 | 0.39 | 58
CNC(=O)c1ccc(-c2ccc(OC)cc2)s1 | -21 | 96 | 104 | 17 | 3 | -8 | -6 | 0.36 | 97
O=C(CN1CCc2ccccc2C1)NCc1ccco1 | 11 | · | · | 13 | · | -6 | -25 | -0.04 | ·
O=C1c2ccccc2CCCC12N=NCC2c1cccc2ccccc12 (stereo not drawn) | -60 | · | · | -4 | · | -2 | 3 | -1.5 | ·
O=C(COC(=O)c1ccccn1)NCCCc1ccccc1 | 9 | 87 | 104 | -23 | -8 | 63 | 74 | 0.98 | 91
COc1cccc(-c2csc(N3CCN(C(=O)C4CCCCC4)CC3)n2)c1 | · | 100 | 98 | · | 1 | · | · | 1.6 | 103
CCOCCCNC(=O)C(c1ccc(C)cc1)N1CCOCC1 (stereo not drawn) | -6 | 91 | 106 | 13 | 9 | 7 | -14 | · | 97
COc1ccc(C)cc1S(=O)(=O)N1CCN(S(=O)(=O)c2cc(C)ccc2OC)CC1 | -36 | 84 | 107 | -19 | 6 | 2 | -4 | -0.99 | 98
CCC1CCCCN1C(=O)CSc1nnc(-c2ccc3c(c2)OCCO3)o1 (stereo not drawn) | -17 | · | · | -4 | · | 8 | 0 | 0.45 | ·
CCOC(=O)c1c(-c2ccccc2)oc2cc(CN(C)C)c(O)c(CN(C)C)c12 | 16 | 10* | 94 | 0 | 9 | 7 | -18 | -1.5 | 9.3*
CCN(CC)S(=O)(=O)c1cc([N+](=O)[O-])ccc1NNC(=O)Nc1ccccc1 | -100 | 90 | 98 | -6 | -8 | -8 | -5 | · | 88
COC(=O)c1ccccc1NC(=O)c1cc(-c2ccc(C)cc2)on1 | -35 | 100 | 104 | 2 | -17 | 10 | -9 | 0.46 | 118
Cc1nn(C(C)C(=O)N2CCCCC2)c(=O)c2c1sc1ccccc12 (stereo not drawn) | -18 | · | · | 3 | · | 6 | -38 | -1.2 | ·

Quoted at random: three entries already listed, in no set order.
SMILES | IL1B cytotox | H69AR growth 86K | Lung fibro prol | F-actin modifier | Smad3 FoxH1 inh | VCAM1 TNFa inh | HUVEC tox TNFa | Pyk2 oligo antag | HUVEC prolif 384
COc1cccc(-c2csc(N3CCN(C(=O)C4CCCCC4)CC3)n2)c1 | · | 100 | 98 | · | 1 | · | · | 1.6 | 103
CCOCCCNC(=O)C(c1ccc(C)cc1)N1CCOCC1 (stereo not drawn) | -6 | 91 | 106 | 13 | 9 | 7 | -14 | · | 97
Cc1cccc(OCc2nnc(SCC(=O)NCCc3ccccc3)o2)c1 | -8 | 97 | 102 | 27 | 4 | 22 | -16 | 1.4 | 104

Five neighbouring entries already listed, for reference:
SMILES | IL1B cytotox | H69AR growth 86K | Lung fibro prol | F-actin modifier | Smad3 FoxH1 inh | VCAM1 TNFa inh | HUVEC tox TNFa | Pyk2 oligo antag | HUVEC prolif 384
O=C(c1ccc(Cl)c(F)c1F)N1CCOCC1 | -29 | 93 | 98 | -10 | -6 | 3 | -5 | 0.33 | 96
Nc1c(C(=O)O)nnn1Cc1ccccc1 | 11 | 107 | 102 | -19 | 16 | 14 | 11 | 0.98 | 96
c1ccc(C2=NC(c3ccccc3)N=C(c3ccccc3)N2)cc1 | -5 | 84 | 88 | 9 | 6 | 1 | -19 | -0.28 | 75
N#CC1(C#N)CC(C=O)=C(N)C1(C#N)CC(=O)c1ccc(F)cc1 (stereo not drawn) | -6 | 93 | 92 | -10 | 5 | -5 | 12 | 0.44 | 85
Cc1ccc(OCC(=O)Nc2ccc(F)cc2)cc1 | 33 | 102 | 108 | 4 | 16 | -6 | -14 | 1.1 | 103
